Screening results from PubChem.
Tb hexokinase: Trypanosoma brucei hexokinase 1 inhibitors, primary screen, biochemical, G6PDH-coupled NADH absorbance, MLSCN library; hexokinase 1 [Trypanosoma brucei]; recombinant TbHK1, G6PDH-coupled NADH A340; inhibition, % at 10 µM; 220,000 compounds, 0.11% hits; AID 1430, 2008;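 active = inhibition of 50% or more in the single-dose primary screen; inactive = inhibition below 50%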
p47phox inh: p47phox/p22phox peptide binding inhibitors, primary screen, biochemical, uHTS, NADPH oxidase regulatory subunit. inhibition, % at 24.7 µM. 220,000 compounds, 0.53% hits. fluorescence polarization, 2 h;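 active = inhibition above about 30%, limit read from the data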;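 also: 0% = p47phox with labelled peptide and 100% = labelled peptide alone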
Target sequence (P14598 whole entry, looked up): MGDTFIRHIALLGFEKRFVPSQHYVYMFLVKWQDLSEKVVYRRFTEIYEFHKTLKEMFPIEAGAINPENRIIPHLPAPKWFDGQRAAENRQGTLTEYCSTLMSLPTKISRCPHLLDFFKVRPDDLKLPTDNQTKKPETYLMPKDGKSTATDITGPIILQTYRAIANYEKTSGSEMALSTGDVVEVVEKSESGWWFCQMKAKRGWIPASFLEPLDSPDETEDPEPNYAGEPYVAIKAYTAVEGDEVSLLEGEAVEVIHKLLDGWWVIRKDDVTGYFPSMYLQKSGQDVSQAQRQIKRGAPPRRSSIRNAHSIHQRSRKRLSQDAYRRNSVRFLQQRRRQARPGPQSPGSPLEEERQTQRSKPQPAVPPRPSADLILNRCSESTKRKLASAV
Ba/F3 V617F tox: reduced viability of JAK2V617F-dependent Ba/F3 cells, primary screen, JAK2V617F inhibitor project, cell-based, Ba/F3 EpoR-JAK2V617F, luminescence; ATP luminescence; inhibition, % at 5.6 µM; 220,000 compounds, 1.1% hits;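 active = inhibition above the campaign mean plus 3 SD over all tested compounds, cut at about 24% in these data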;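 also: cytokine-independent growth of Ba/F3 cells driven by EpoR plus mutant JAK2; 0% = DMSO-treated cells and 100% = JAK inhibitor I control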
EP2 antag: human EP2 receptor antagonists, primary screen, TR-FRET cAMP, C6 glioma cells; C6 glioma cells expressing human EP2; cells stimulated with saturating PGE2; inhibition, % at 25 µM; 260,000 compounds, 0.52% hits; AID 1422, 2008;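 active = percent inhibition above 40 after rounding to a whole number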;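 also: rat C6 glioma host cells with rolipram phosphodiesterase inhibitor present; the protocol text gives 20 µM as final concentration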
Furin inh: human furin inhibitors, primary screen, biochemical, fluorescence intensity; P09958; purified furin, fluorogenic substrate cleavage; inhibition, % at 30 µM; 220,000 compounds, 0.061% hits; in the data active = inhibition above about 25%; also: inactives centre near -15
BaF3 tox: parental Ba/F3 cell viability inhibition, counter-screen for JAK2V617F inhibitor project, murine pro-B, CellTiter-Glo luminescence. inhibition, % at 5.6 µM. CellTiter-Glo ATP luminescence. 220,000 compounds, 1.1% hits;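 active = inhibition above a per-campaign cutoff, the mean inhibition of all tested compounds plus 3 SD, cut at about 27% in these data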;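 also: 0% = DMSO wells and 100% = JAK Inhibitor I control wells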
PPC-1+TRAIL kill: compounds killing PPC-1 cancer cells with TRAIL present, primary screen, TRAIL potentiator project, ATPLite luminescence, uHTS | PPC-1 cells + TRAIL, ATPLite viability luminescence | cell killing (% activity), % at 4 µM | AID 1443, 2008 | 220,000 compounds, 0.41% hits;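 active = cell killing above 50% in the first pass at 4 µM, then a duplicate retest at 5 µM averaging 50% or more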;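 also: plate controls were cells with TRAIL plus DMSO for no effect and medium-only wells lacking cells for full effect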
p97 inhibitor: inhibitors of human p97 ATPase, primary screen, biochemical | recombinant p97 ATPase, Kinase-Glo ATP luminescence, 3 h | inhibition, % at 8 µM | 220,000 compounds, 0.42% hits | AID 1481, 2009; in the data active = inhibition above about 15%;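 also: 0% = DMSO vehicle and 100% = wells lacking enzyme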
RBBP9 inh: human RBBP9 inhibitors, primary screen, biochemical, fluorescence polarization, FP-Rh probe, HTS; Serine hydrolase RBBP9 (Homo sapiens), O75884; recombinant RBBP9; inhibition, % at 7.94 µM; 220,000 compounds, 0.2% hits; AID 1515, 2009;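 active = inhibition above the campaign mean of all tested compounds plus 3 SD, cut at about 14% in these data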;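 also: plate controls were DMSO wells with RBBP9 for no effect and wells lacking RBBP9 protein for full effect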
Target sequence (O75884 whole entry, looked up): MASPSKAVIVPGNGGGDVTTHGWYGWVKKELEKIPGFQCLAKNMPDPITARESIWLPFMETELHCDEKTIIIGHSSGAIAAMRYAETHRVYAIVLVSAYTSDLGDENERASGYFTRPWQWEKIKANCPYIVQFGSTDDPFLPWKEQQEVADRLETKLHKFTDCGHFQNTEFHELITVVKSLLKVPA
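Material: RBBP9 protein. Amount: RBBP9 at 2.5 µM in dispensed solution, before mixing. Schedule: 30 min then 45 min, 25 °C. Medium: Tris buffer pH 8.0, NaCl, Pluronic. Measured by: fluorescence polarization. Measure: percent inhibition from mP, scaled between DMSO and no-protein wells. Replication: one well per compound.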
* = called active by the depositor; x = not tested or not shown; [ ] = another dose, or the depositor's remark.

Compound,Tb hexokinase,p47phox inh,Ba/F3 V617F tox,EP2 antag,Furin inh,BaF3 tox,PPC-1+TRAIL kill,p97 inhibitor,RBBP9 inh
C/C(CC(=O)Nc1ccc2c(c1)OCCO2)=N\NC(=O)c1ccccn1,4,4,-3,3,-26,0,20,8,2
O=C(Cn1c(COc2ccccc2)nc2ccccc21)Nc1cc(Cl)cc(Cl)c1,14,-9,-3,4,-22,0,11,3,-7
CCCN1CCN(CCCNC(=O)C2CCCN(c3nnc(-n4cccc4)s3)C2)CC1 (stereo unspecified),4,-20,-3,19,-27,0,-7,-1,-9
CC12CN(NC(=O)c3ccc(Cl)cc3)C3(C#N)CC1CCC23C (stereo unspecified),10,-8,3,8,-9,4,8,-5,-6
COc1ccc(C)cc1S(=O)(=O)N(CC(=O)O)c1ccc(C)cc1,6,3,-5,9,-20[20 µM],2,-1,2,1
CCOC(=O)C1CCCN(C2CCN(Cc3nc(Cc4ccccc4)no3)CC2)C1 (stereo unspecified),0,0,2,2,-5,7,14,0,2
CCOC(=O)CNC(=O)C1COc2ccccc2O1 (stereo unspecified),-6,2,0,6,-23,-3,-23,3,7
Cc1ccc(NC(=S)N(CCCN2CCCC(C)C2)Cc2ccco2)cc1C (stereo unspecified),-1,-4,-2,3,-16,4,9,0,-1
CSc1ccc(-c2nc(CN3CCCCC3c3cccnc3)c(C)o2)cc1 (stereo unspecified),-2,-16,-4,5,0,-1,7,-3,1
COc1ccc(C2C(C(=O)c3cccs3)=C(O)C(=O)N2c2nncs2)cc1 (stereo unspecified),-16,-34,4,5,-12,6,10,2,2
O=S(=O)(/N=C(/Nc1cc(N2CCOCC2)ncn1)c1ccc(F)cc1)c1ccccc1,-2,-10,1,8,-22[20 µM],1,-10,-3,0
Clc1ccc(C2CSc3c4ncnc-4ncn32)cc1 (stereo unspecified),-2,-4,2,13,2,2,18,-1,-13
C#CCn1c(=NC(=O)CN2C(=O)CCC2=O)sc2cccc(OC)c21,-11,-5,-3,14,-19,4,9,6,2
O=C(NNS(=O)(=O)c1ccccc1F)c1cc(-c2ccccc2)n[nH]1,-10,-6,0,3,-20,0,16,3,-1
Cc1onc(-c2c(Cl)cccc2Cl)c1C(=O)NCc1cccs1,5,-7,3,2,6,8,15,-2,-13
COc1cc(NC(=O)c2ccccc2)c(OC)cc1Cl,-6,3,-5,12,27*[20 µM],-1,0,5,6
CC(C)N(Cc1nc(-c2ccc(Cl)cc2)no1)C(=O)C(c1ccccc1)c1ccccc1,6,-3,-4,6,-17[20 µM],2,1,0,-4
Cc1nc(SCC(=O)NCc2ccc3c(c2)OCO3)c(C#N)c2c1CCCC2,-1,2,1,11,-15,1,11,-7,-6
Cc1ccc(NC(=O)c2cc(S(=O)(=O)N3CCCCC3)cs2)cc1,-1,-10,0,15,-9[20 µM],4,-20,2,-5
CC1CC(C)CN(C(=O)CSc2ccsc2[N+](=O)[O-])C1 (stereo unspecified),0,3,2,9,-7,-1,13,-4,-11
Cc1cc(C)n(C(=O)c2ccc(Cn3nc(C)c(Br)c3C)o2)n1,-5,-3,-3,4,-10[20 µM],-2,0,-5,-10
COc1ccc(Cl)cc1NC(=O)N1CCN(CCc2ccccc2)CC1,-1,-16,0,6,-10[20 µM],1,16,-8,-9
CCCN1Cc2cccc(C(=O)NCc3cccs3)c2C1=O,8,0,-1,x,-13[20 µM],9,4,3,-11
CC(C)CCN1CCN(Cc2nc3ccccc3s2)CC1CCO (stereo unspecified),2,0,-2,8,-26,3,-2,-3,5
O=C(NNC(=O)C1CCCO1)c1ccc(F)cc1 (stereo unspecified),5,-6,-4,8,-18,2,-1,2,-6

Next part:
Key to letters: A = Tb hexokinase; B = p47phox inh; C = Ba/F3 V617F tox; D = EP2 antag; E = Furin inh; F = BaF3 tox; G = PPC-1+TRAIL kill; H = p97 inhibitor; I = RBBP9 inh
SMILES: COc1cccc(C(=O)CC(=O)C(=O)Nc2cc(Cl)c(OC)cc2OC)c1
  A = -15 | B = -14 | C = -1 | D = 10 | E = -6 | F = 4 | G = -9 | H = 2 | I = -3

SMILES: Cc1ccc(NC(=O)Cc2ccc(Cl)c(Cl)c2)cc1S(=O)(=O)N(C)C
  A = -3 | B = -25 | C = 2 | D = 22 | E = -23 | F = 4 | G = 17 | H = 0 | I = -13

SMILES: O=C(OCC(=O)N1CCC(Cc2ccccc2)CC1)c1ccccc1
  A = 0 | B = 5 | C = -1 | D = -2 | E = -22 | F = -1 | G = 13 | H = -3 | I = 3

SMILES: CCOc1ccc(N/C(N)=N/c2nc(CSc3nnnn3-c3ccccc3)cc(=O)[nH]2)cc1
  A = -17 | B = 2 | C = 0 | D = 5 | E = -18 | F = -2 | G = 6 | H = -4 | I = -11

SMILES: N/C(=N\OC(=O)CCCOc1ccccc1)c1ccccc1
  A = 32 | B = 3 | C = -2 | D = 9 | E = -11 | F = 0 | G = 12 | H = 4 | I = -5

SMILES: CC12CCC(C(=O)N(c3cccc(Cl)c3)C1=O)C2(C)C (stereo unspecified)
  A = 8 | B = 1 | C = 6 | D = 5 | E = -3 | F = 5 | G = 4 | H = -2 | I = 2

SMILES: COCCNC(=O)Cn1nc(-c2ccccc2OC)ccc1=O
  A = 8 | B = -4 | C = 1 | D = 6 | E = -22 | F = 7 | G = -7 | H = 6 | I = -1

SMILES: CSCc1cc(N2CCCC2)nc(-c2ccccc2)n1
  A = 1 | B = 1 | C = -1 | D = 5 | E = -16 | F = 4 | G = 7 | H = 3 | I = 1

SMILES: COCC(=O)N(CCc1ccc(OC)cc1)Cc1nc2ccccc2c(=O)[nH]1
  A = -2 | B = 0 | C = 5 | D = 19 | E = -14 | F = 3 | G = -1 | H = -4 | I = -13

SMILES: CC(OC(=O)c1ccncc1)C(=O)Nc1cccc(Cl)c1 (stereo unspecified)
  A = -5 | B = -20 | C = 2 | D = 7 | E = -1 | F = 3 | G = 3 | H = -2 | I = -1

SMILES: CC[C@H](C)C(C(=O)N1CCN(C(=O)OC(C)(C)C)CC1)n1cc(C(CC(C)C)NC(=O)OC(C)(C)C)nn1 (stereo partly specified)
  A = -12 | B = -3 | C = -2 | D = 9 | E = -29 | F = -1 | G = 5 | H = 2 | I = -4

SMILES: CCOC(=O)c1cc(C#N)c(SCC(=O)Nc2ccc(C(C)=O)cc2)[nH]c1=O
  A = -29 | B = -15 | C = -1 | D = 11 | E = -18 | F = -6 | G = -12 | H = 8 | I = -17

SMILES: CC12CCC(C(=O)N(NC(=O)c3ccc(O)cc3)C1=O)C2(C)C (stereo unspecified)
  A = -2 | B = -23 | C = -7 | D = 19 | E = -10[20 µM] | F = -1 | G = 15 | H = 3 | I = 9

SMILES: CCOc1ccc(C(=O)N2CCCC(c3nc(-c4cccs4)no3)C2)cc1 (stereo unspecified)
  A = -3 | B = -3 | C = -2 | D = 5 | E = -23 | F = -9 | G = 30 | H = 2 | I = 5

SMILES: COC(=O)c1c(NC(=O)c2ccccc2)sc(C(N)=O)c1C
  A = -1 | B = -94 | C = -2 | D = 13 | E = -31 | F = 4 | G = 11 | H = 5 | I = -5

SMILES: COc1cccc(OC)c1C(=O)NC(=S)Nc1ccc2c(c1)Cc1ccccc1-2
  A = -14 | B = -6 | C = -3 | D = 4 | E = -9[20 µM] | F = -1 | G = 9 | H = 5 | I = -4

SMILES: O=C1OC(Nc2ccc3ncccc3c2)c2ccccc21 (stereo unspecified)
  A = -18 | B = -4 | C = -2 | D = 28 | E = -29[20 µM] | F = 3 | G = 5 | H = 0 | I = -8

SMILES: COc1cccc(C2=NO[C@@H]3C(=O)N(Cc4ccccc4)C(=O)[C@H]23)c1OC
  A = 1 | B = -1 | C = 0 | D = 6 | E = -10 | F = 2 | G = 1 | H = 1 | I = 0

SMILES: COc1cc(-c2nn3c(-c4ccccc4)nnc3s2)cc(OC)c1OC
  A = -9 | B = -11 | C = 0 | D = 7 | E = -15 | F = 4 | G = -10 | H = 4 | I = -4

SMILES: CCSC1=N/C(=C\C=C2/Oc3ccccc3N2CC)C(=O)S1
  A = 3 | B = -54 | C = 0 | D = 4 | E = -25 | F = 13 | G = 3 | H = -2 | I = -3

SMILES: Cc1ccc2nc(Nc3nc(C)cc(-c4ccccc4)n3)[nH]c(=O)c2c1
  A = -22 | B = -4 | C = -1 | D = 14 | E = -16 | F = 3 | G = -9 | H = 10 | I = -2

SMILES: CCOC(=O)c1ccccc1NC(=O)c1ccccc1N(C)S(C)(=O)=O
  A = -2 | B = -10 | C = 3 | D = x | E = -8[20 µM] | F = 3 | G = 13 | H = 3 | I = -10

SMILES: CN(C)c1nc(N)nc(CSc2n[nH]c(-c3ccccc3)n2)n1
  A = 4 | B = -13 | C = -2 | D = 6 | E = -5[20 µM] | F = 3 | G = 13 | H = 3 | I = -8

Some of the compounds tested; rates above refer to the full screens.
